# Screening data as filed in PubChem.
# UBC9 SUMO inh: inhibitors of in vitro SUMOylation cascade, primary screen, biochemical, HTRF, uHTS | SUMO-conjugating enzyme UBC9 (Homo sapiens), P63279 | HTRF SUMOylation assay, SAE1/SAE2 + UBC9 | inhibition, % at 35 µM | hit rate 0.36% among 290,000 | AID 2006, 2009; in the data active means inhibition above about 50%, passing the limit was not always enough; further: strong numbers were not always called active
# Target sequence (P63279 whole entry, looked up): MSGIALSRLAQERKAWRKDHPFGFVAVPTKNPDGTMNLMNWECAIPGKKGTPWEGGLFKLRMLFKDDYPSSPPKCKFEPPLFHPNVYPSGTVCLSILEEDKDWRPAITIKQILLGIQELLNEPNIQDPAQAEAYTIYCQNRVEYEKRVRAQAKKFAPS
# MEKK2wt PB1 HTS: modulators of MEK5 binding to wildtype MEKK2, primary screen, biochemical, multiplex bead flow cytometry, Alexa488-MEK5; Alexa488-MEK5 binding to MEKK2 WT; actives lie on both sides; binding response (% of control), % at 10 µM; AID 1531, 2009; Mitogen-activated protein kinase kinase kinase 2 (Homo sapiens), Q9Y2U5; hit rate 1.1% among 290,000; in the data active means binding response below about 67% or above about 130%
# DNA FID counter: compounds displacing fluorescent DNA intercalator, primary screen, artefact control for HCV NS3 helicase inhibitor project, biochemical, FID fluorescence | DNA fluorescent intercalator displacement | inhibition, % at 7.9 µM | hit rate 0.17% among 290,000; in the data active means inhibition above about 37%;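 further: 0% = vehicle and 100% = reference compound; higher means more ethidium bromide displaced from hairpin DNA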
# CRFR2-BP antag: antagonists of CRF-BP/CRF-R2 complex, primary screen, cell-based, HEK293, calcium dye fluorescence, uHTS; CRF-induced calcium fluorescence; inhibition, % at 11.8 µM; hit rate 0.59% among 350,000;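 active means inhibition of the ligand-induced calcium signal above about 50% at the single tested concentration, limit read from the data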
# CRFBP-R2 agonist: agonists of CRF-BP/CRF-R2 complex, primary screen, cell-based, HEK293, calcium dye fluorescence, uHTS; calcium dye fluorescence (FLIPR); percent of saturating CRF peptide response; activation, % at 13.2 µM; hit rate 0.46% among 350,000;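 active means activation of at least 50%, plus an integration ratio under a set limit after plate pattern correction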;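 further: plate controls were neutral control wells without compound for no effect and CRF at EC100 for full effect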
# MEKK3 PB1 HTS: modulators of MEKK3-MEK5 PB1 binding, primary screen, biochemical, wildtype MEKK3, multiplex bead flow cytometry, Alexa488-MEK5. hit rate 1.4% among 290,000. binding response (% of control), % at 10 µM. Mitogen-activated protein kinase kinase kinase 3 (Homo sapiens), Q99759. bead-based flow cytometry, Alexa488-MEK5 binding to MEKK3; actives lie on both sides; 0 = blocked by unlabeled MEK5, 100 = vehicle;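 active means binding response more than 3 SD above or below the average of its plate-row segment, actives on both sides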;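 further: Alexa488 bead fluorescence after subtracting the streptavidin-only scavenger bead signal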
# Target sequence (Q99759 whole entry, looked up): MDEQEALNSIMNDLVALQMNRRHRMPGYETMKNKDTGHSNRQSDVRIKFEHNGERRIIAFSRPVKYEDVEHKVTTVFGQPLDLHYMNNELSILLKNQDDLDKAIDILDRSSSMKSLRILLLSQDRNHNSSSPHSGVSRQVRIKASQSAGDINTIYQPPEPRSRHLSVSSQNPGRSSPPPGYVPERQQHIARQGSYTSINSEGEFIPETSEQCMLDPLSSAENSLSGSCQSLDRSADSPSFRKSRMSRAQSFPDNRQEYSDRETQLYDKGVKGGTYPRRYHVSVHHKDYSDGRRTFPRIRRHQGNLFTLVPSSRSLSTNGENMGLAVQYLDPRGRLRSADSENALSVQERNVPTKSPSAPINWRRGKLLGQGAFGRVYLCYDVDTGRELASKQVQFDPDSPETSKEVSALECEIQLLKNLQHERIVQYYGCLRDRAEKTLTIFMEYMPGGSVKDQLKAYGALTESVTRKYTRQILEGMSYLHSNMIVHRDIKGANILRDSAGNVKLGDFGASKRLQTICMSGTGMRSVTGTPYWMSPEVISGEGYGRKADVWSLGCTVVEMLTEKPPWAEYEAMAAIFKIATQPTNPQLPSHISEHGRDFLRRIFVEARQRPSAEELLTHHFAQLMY
# GalR3 antag: GalR3 antagonists in HEK293 cells, primary screen, cell-based, fluorescence readout; Galanin receptor type 3 (Homo sapiens), O60755; inhibition, % at 3 µM; AID 651719, 2012; hit rate 0.44% among 360,000; HEK293 GalR3-CNG cAMP membrane potential fluorescence; galR3 body fused to GalR1 C-terminus;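 active means inhibition above the screen-wide average plus 3 SD, cut at about 13% in these data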;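 further: forskolin and galanin both at EC90 stimulate the cells; cAMP rise reported by CNG channel membrane potential dye signal; 0% = forskolin plus galanin with DMSO and 100% = forskolin alone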
# Target sequence (O60755 1-299 limits assumed): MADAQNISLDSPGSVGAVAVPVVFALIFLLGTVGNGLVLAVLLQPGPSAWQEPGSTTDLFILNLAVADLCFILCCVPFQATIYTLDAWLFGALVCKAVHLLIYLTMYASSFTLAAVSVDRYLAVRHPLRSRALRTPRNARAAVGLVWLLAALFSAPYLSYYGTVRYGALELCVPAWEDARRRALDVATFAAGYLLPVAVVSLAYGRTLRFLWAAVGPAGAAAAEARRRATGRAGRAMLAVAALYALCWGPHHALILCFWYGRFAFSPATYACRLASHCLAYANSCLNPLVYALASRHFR
# HCV NS3 hel inh: inhibitors of HCV NS3 helicase, primary screen, biochemical, Cy5 molecular beacon fluorescence; Hepatitis C virus NS3 helicase; NS3 helicase DNA unwinding; inhibition, % at 10.9 µM; hit rate 0.56% among 290,000; AID 1800, 2009;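 active means inhibition above the mean of all tested compounds plus 3 SD, set per campaign, cut at about 35% in these data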;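 further: 0% = DMSO wells and 100% = thioflavine S control wells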
#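 Test system: hepatitis C virus NS3 helicase domain fragment enzyme. Also added: annealed dual-labelled DNA beacon duplex, ATP-started. Timing: 60 min unwinding reaction at 25 °C after ATP addition. Technique: Cy5 fluorescence. Measure: % inhibition of unwinding.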
# MEKK2 mut-MEK5: MEK5 binding signal on mutant MEKK2 PB1, primary screen, biochemical, multiplex bead flow cytometry, Alexa488-MEK5. Alexa488-MEK5 binding to MEKK2 mutant. percent response, % at 10 µM. hit rate 0.35% among 290,000; in the data active means percent response above about 24%, passing the limit was not always enough; further: inactives centre near 1; some results filed as inactive read as strong as hits; reference of the scale not given here
# * marks the source's active call; other numbers are inactive results; . = no result given; [ ] = another dose, or the depositor's remark. This is a subset (hit frequency here may not be typical).
# Each structure is followed by: UBC9 SUMO inh	MEKK2wt PB1 HTS	DNA FID counter	CRFR2-BP antag	CRFBP-R2 agonist	MEKK3 PB1 HTS	GalR3 antag	HCV NS3 hel inh	MEKK2 mut-MEK5
C=CCn1c(N)cc(=O)nc1SCC(=O)Nc1ccc(C(=O)OC)cc1
→ 2	103	-7	0	-1.0	99	-3	1	7
COc1cccc(N(CC(=O)NCc2ccccc2)C(=O)CCC(=O)Nc2nccs2)c1
→ 30	100	-35	1	-0.8	104	-10	-4	4
CCC(COC)NC(=O)c1ccc(OC)c(OC2CCN(C(C)=O)CC2)c1 (centres undefined)
→ 11	105	-5	0	0.2	103	-9	-2	3
CCOC(=O)c1nn(-c2ccccc2)c(=O)c2c(NC(C)=O)scc12
→ 5	96	1	-4	-1.1	102	-1	2	-6
CC(=O)COc1ccc2c(-c3ccccc3)cc(=O)oc2c1C
→ 1	109	-20	-2	3.1	101	-7	-8	4
Cc1ccc(S(=O)(=O)N2CCN(Cc3ccccc3)CC2)c(C)c1N(C)S(=O)(=O)c1ccccc1
→ -5	101	-2	2	2.4	104	0	-44	10
N#Cc1ccc(S(=O)(=O)NC2CCN(Cc3ccccc3)CC2)cc1
→ 9	104	-16	19	-0.1	102	-4	4	-4
Cc1ccc(CSc2nc3c(c(N(C)C)n2)CCCC3)cc1
→ -18	99	-10	-4	-0.7	88	-3	-3	-8
CC(O)c1nc2cc([N+](=O)[O-])ccc2n1Cc1ccccc1 (centres undefined)
→ 5	107	-4	7	-0.6	108	-6	0	11
O=C1/C(=C\Nc2ccc(Cl)cc2)CCN1c1ncccn1
→ 10	86	0	6	0.5	74	-1	7	-15
O=c1cnnc(N/N=C/c2cccs2)[nH]1
→ -1	98	-5	-3	0.0	93	3	0	-7
CCCCCOC(=O)Cn1c(=O)oc2ccc(C)cc21
→ 8	96	-13	12	-2.7	96	-10	11	1
CCC(=O)Nc1ccc(NC(=O)CSc2nnnn2Cc2ccccc2)cc1C
→ -1	98	-23	-5	-1.2	99	-8	-6	1
O=C(NC(=S)Nc1cc(S(=O)(=O)N2CCOCC2)ccc1O)c1ccco1
→ -9	94	2	-12	2.0	98	-1	-4	-6
Cc1ccc(NC(=O)CCC(=O)NNC(=O)c2cccs2)c(C)c1
→ 4	95	-2	7	-0.3	89	-8	-9	-5
CN(C)S(=O)(=O)c1ccc(C(=O)Nc2ccnn2C2CCCCC2)cc1
→ -19	105	-3	-6	0.3	108	0	5	0
O=S1(=O)NC[C@]23C[C@H](c4ccc(F)cc4)[C@@H](C[C@@H]21)O3
→ 13	102	.	0	-0.1	97	0	.	2
O=C(NC(=S)NCc1ccco1)c1ccccc1[N+](=O)[O-]
→ 18	103	0	-10	-0.9	99	1	-4	4
CC(OC(=O)CSc1ccc(F)cc1)C(=O)NC1(C#N)CCCCC1 (centres undefined)
→ 0	106	-13	-5	-0.2	103	2	-5	6
O=C(N/N=C\c1cc(Br)cs1)C1COc2ccccc2O1 (centres undefined)
→ -2	109	-6	1	-1.0	106	-6	-4	6
O=c1c2ccccc2nc(SCc2cccc(F)c2)n1-c1cccc(S(=O)(=O)N2CCCC2)c1
→ -11	99	-32	-2	3.2	103	-1	23	2
CCCOc1ccc(CSc2n[nH]c(C)n2)cc1
→ 18	108	-8	-15	3.8	104	8	-7	6
O=C(CN1C(=O)c2ccccc2S1(=O)=O)c1ccc2c(c1)OCCCO2
→ 16	105	-6	-5	-1.5	104	-1	-3	2
COc1ccccc1C(=O)Nc1sc2c(c1C(N)=O)CCCC2
→ 31	104	5	18	-1.1	107	-7	8	15
C=CCSc1ncccc1C(=O)O
→ 12	104	5	-3	-1.1	104	-5	2	11
CC(=O)Nc1ccc(S(=O)(=O)Nc2ccc3ccccc3n2)cc1
→ 10	90	-6	9	0.5	95	3	-3	-7
Cn1c(CC(=O)Nc2ccccc2F)nnc1SCC(=O)N1CCOCC1
→ 1	104	-2	5	-0.6	102	-1	0	1
O=C(Nc1ccc2c(c1)C(=O)OC2)c1ccc(C(F)(F)F)cc1
→ 11	111	-6	7	-1.6	107	-9	0	9
CCOc1ccccc1C(=O)NC(C(=O)OCC(=O)Nc1nnc(-c2ccccc2)o1)C(C)C (centres undefined)
→ 21	95	-28	-4	0.2	96	.	11	-2
c1ccc2c(-c3nnc4n3CCCCC4)cc(-c3ccncc3)nc2c1
→ 28	105	-21	5	1.0	127	-3	-4	0
COC(=O)C(C(=O)OC)C(C(C)C)C(C(=O)OC)C(=O)OC
→ 10	98	-8	7	2.1	93	0	1	-2
CCOc1ccc(C(=O)NCCCn2ccnc2)cc1
→ 6	103	-3	12	0.5	102	8	-1	3
C=CCNC(=O)c1cc2nc(C3CC3)cc(C(F)F)n2n1
→ 12	91	-12	1	-0.8	97	-6	-3	-1
COc1ccc(-c2nc(C#N)c(N3CCOCC3)o2)cc1OC
→ 11	84	-10	15	-1.4	77*[inhibitor]	-2	-9	-10
Cc1cccc(NC(=O)C2CCN(S(=O)(=O)c3cccc4cccnc34)CC2)n1
→ 30	110	-17	1	0.8	112	3	2	4
CN(C)S(=O)(=O)c1ccc(N2CCCC2)c(C(=O)N2CCN(c3ccc([N+](=O)[O-])cc3)CC2)c1
→ 16	72	-1	7	-0.9	73	-3	2	-12
Cc1cc(C(=O)O)ccc1-c1ccc(CO)o1
→ 16	99	4	1	-0.1	104	-5	14	0
O=C(O)c1ccc(/C=N/Nc2ccc(F)cc2F)cc1
→ 11	100	-4	-13	5.0	102	-4	14	1
Cc1ccc(OCCNC(=O)c2ccco2)cc1C
→ 15	106	-6	22	-0.7	105	2	10	5
CCCCOC(=O)c1ccc(NC(=O)c2nn(C)cc2Br)cc1
→ -6	100	-16	-6	0.2	91	0	-7	1
COc1ccc(/C=C/C(=O)NCCN2CCOCC2)cc1OC
→ -3	95	-3	16	8.5	95	-5	-7	-2
C=CCSc1nc(N)c(C#N)c(-c2ccc(C)cc2)c1C#N
→ -2	103	5	47	-1.2	106	-7	1	10
O=Nc1c(O)n(Cc2ccccc2)c2ccccc12
→ 3	101	-8	-17	-0.7	111	-5	4	17
COCC(=O)Nc1nnc(CCc2ccccc2)s1
→ 14	100	-1	-3	-1.2	103	-5	1	-2
COc1ccc(N2CCN(C(=O)CSc3ncccc3-c3nc4ccccc4[nH]3)CC2)cc1
→ -2	96	3	-5	0.9	98	.	-5	1
O=C(CSc1nnc(-c2ccc(Br)cc2)o1)Nc1cccc2ccccc12
→ -12	100	-10	-13	0.8	100	-5	-1	1
O=C(CSc1nc2ccccc2c(=O)n1Cc1ccco1)N1CCCC1
→ 6	93	-21	13	-3.6	90	-5	8	-3
Cc1ccc(OC(=S)Nc2ccc(F)cc2)cc1
→ 4	94	1	-3	4.5	95	-6	0	2
COc1ccc(N2C(=O)CC(N3CCN(S(=O)(=O)c4cc(C)ccc4C)CC3)C2=O)cc1 (centres undefined)
→ 3	103	-39	17	-0.3	97	-8	-2	0
CSc1nsc(SCC(=O)Nc2ccccc2C(=O)O)n1
→ 9	99	-19	2	-0.4	101	-9	12	0
NNC(=O)c1csc(COc2cc(Cl)cc(Cl)c2)n1
→ 9	96	-6	12	0.2	101	7	12	0
Cc1ccc(OCCCCN2CCCC(C)C2)c([N+](=O)[O-])c1 (centres undefined)
→ 27	102	13	-4	-1.5	95	-2	-34	-2
NS(=O)(=O)c1ccc(S(=O)(=O)NCCc2ccccc2)cc1
→ 16	87	-3	11	-0.3	97	3	6	-6
CC(=O)c1cc(C(=O)N2CCc3c([nH]c4ccccc34)C2CC(C)C)[nH]n1 (centres undefined)
→ 5	93	-23	-16	-0.8	97	-3	-3	-6
Cc1cc(C)n(CC(=O)NCCC2=CCCCC2)n1
→ 10	98	-10	3	0.9	99	-4	2	-2
O=C(C1=C(O)C(=O)N(CCCn2ccnc2)C1c1cccc(Br)c1)c1ccco1 (centres undefined)
→ 7	97	-16	-2	-0.4	100	-4	4	-1
Cc1cc(Cl)ccc1NC(=S)NCCCO
→ -9	94	-2	-7	-1.3	70	0	-2	-1
O=C(CSc1ncccc1C(=O)O)NC12CC3CC(CC(C3)C1)C2
→ 4	97	1	-6	-2.2	95	-3	-4	0
O=C(c1ccc(OC2CCN(CCc3ccccc3)CC2)cc1)N1CCCC(CCCO)C1 (centres undefined)
→ 11	104	14	-19	22	101	-3	7	7
COc1cc(-c2ccc(NC(=O)CN3CCC(C)CC3)c(OC)c2)ccc1NC(=O)CN1CCC(C)CC1
→ -5	.	-2	-13	0.5	.	-3	-1	.

# Carrying on.
# Each structure is followed by: UBC9 SUMO inh	MEKK2wt PB1 HTS	DNA FID counter	CRFR2-BP antag	CRFBP-R2 agonist	MEKK3 PB1 HTS	GalR3 antag	HCV NS3 hel inh	MEKK2 mut-MEK5
COc1cccc(NC(=O)CCc2nnc3ccc(NCc4ccco4)nn23)c1
→ -1	97	-36	-6	1.8	101	-11	0	1
COc1ccc(OC(=O)c2c(C)nn(-c3ccccc3)c2C)cc1
→ -15	101	-32	21	-0.8	107	-5	-10	5
Cc1cccc(NC(=O)CCNC(=O)c2ccco2)c1
→ -9	106	-1	-3	0.2	102	-3	5	0
O=[N+]([O-])c1ccc(N2CCCC2)cc1NCc1ccccc1
→ -10	101	3	18	-1.4	101	3	-6	-4
Cc1ccc(CNc2oc(C)nc2C#N)cc1
→ 14	91	1	-10	-0.9	98	-1	-4	-9
O=C(NC(=S)Nc1cc(S(=O)(=O)N2CCOCC2)ccc1N1CCOCC1)C1CCCC1
→ 1	99	1	.	.	103	.	-11	-3
C=CCn1c(SCc2cc(=O)n3ccsc3n2)nc2sc(C)c(C)c2c1=O
→ 9	89	.	-33	1.8	86	.	.	-8
Fc1ccc2nc3[nH]c4ccccc4c3nc2c1
→ 4	108	14	-36	-1.6	109	-5	-7	2
Nc1nc(SCC(=O)Nc2cc(C(F)(F)F)ccc2N2CCOCC2)n[nH]1
→ 6	96	-2	7	-2.4	96	-1	11	-3
CCCC(=O)OCCNc1cc(SCc2ccco2)c2nonc2c1[N+](=O)[O-]
→ 90*	106	6	-3	0.5	127	0	27	1
COc1cccc(-c2cc(C(=O)Nc3ccc(OC)c(OC)c3)no2)c1
→ 10	108	-20	-10	-0.7	104	-6	-12	2
COc1ccc(C2=Nn3c(nnc3-c3ccc(OC)cc3)SC2)cc1
→ 2	92	-26	26	-1.3	98	8	-16	-2
C/C(=N\OC(=O)Nc1ccc(Cl)cc1)c1ncc(C(F)(F)F)cc1N1CCOCC1
→ 3	107	-10	-3	1.0	105	-2	-8	6

# Part of the list above, limited to GalR3 antag and DNA FID counter:
molecule | GalR3 antag | DNA FID counter
COc1ccc(OC(=O)c2c(C)nn(-c3ccccc3)c2C)cc1 | -5 | -32
C/C(=N\OC(=O)Nc1ccc(Cl)cc1)c1ncc(C(F)(F)F)cc1N1CCOCC1 | -2 | -10
